Compound activity from PubChem.
HIV fusion peptide – inhibitors of HIV fusion peptide binding, primary screen, biochemical, uHTS, fluorescence dequenching (AID 1986) | cell-free peptide binding, fluorescence dequenching, 30 min; higher % means a stronger effect | inhibition, % at 20 µM; hits with a dose series show IC50 in µM | hit rate 0.3% among 290,000; in the data active = inhibition mostly above about 52%, no sharp cut-off; inactive = mostly below about 76%; note: some results filed as inactive read as strong as hits
NS5 inhibitors – flavivirus cap methylation enzyme inhibition – biochemical, confirmation dose response, primary screen (AID 588689); Dengue-2 NS5 methyltransferase capping enzyme assay, biochemical; higher % means a stronger effect; one-dose inhibition, % at 25 µM; IC50 in µM for titrated hits; hit rate 0.3% among 340,000; in the data active = a potency from the dose series; inconclusive = inhibition above about 29% without an active follow-up result
GPR55 LPI antagonism – inhibition of LPI-stimulated GPR55 beta-arrestin translocation – imaging, U2OS, beta-arrestin-GFP, LPI agonist, primary screen (AID 2013); U2OS GPR55 beta-arrestin-GFP translocation imaging, LPI antagonism; higher % means a stronger effect; one-dose inhibition, % at 10 µM; IC50 in µM for titrated hits; hit rate 0.13% among 290,000;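 active = spots per cell inhibited over 60%, with over 100 cells counted and total cytoplasm intensity under 500,000; inconclusive = wells with under 100 cells, flagged as likely toxic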;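 note: U2OS cells stably carrying GPR55 and arrestin-GFP stimulated by 5 µM LPI near EC80; imaged beta-arrestin-GFP aggregate spots per cell after agonist stimulation; plate controls were LPI-stimulated DMSO wells for no effect and DMSO wells without LPI for full effect; some results filed as inactive read as strong as hits; confirmed hits need IC50 under 10 µM and bright autofluorescent wells are also inconclusive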
Large T inhibition – SV40 large T antigen inhibitors, biochemical (AID 1903). SV40 large T antigen ATPase/helicase inhibition assay; higher % means a stronger effect. inhibition, % at 20 µM; hits with a dose series show IC50 in µM. hit rate 0.39% among 310,000; in the data active = a potency from the dose series; inconclusive = inhibition mostly from about 32% at the one dose, without a potency; inactive = the rest, 99 in 100 with inhibition below about 32%; note: strong numbers were not always called active
PhoP inhibition – PhoP-dependent GFP reporter repression – Salmonella Typhimurium, primary screen (AID 1863). S. Typhimurium PhoP-regulated promoter GFP reporter, 4 h; higher % means a stronger effect. inhibition, % at 50 µM, or IC50 in µM where a hit was titrated. hit rate 0.16% among 300,000;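 active = inhibition over 29.93%, a cutoff 3 SD above the screen mean, later confirmed by dose response; inconclusive = inhibition over 29.93% but no dose response follow-up; inactive = inhibition at most 29.93% or unconfirmed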;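 note: 0% = low Mg2+ inducing control and 100% = high Mg2+ repressing control; strong numbers were not always called active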
RSV antiviral HEp-2 – inhibition of RSV-induced cytopathic effect – HEp-2 cells, primary 10 µM value included (AID 2391); CPE inhibition, % at 10 µM, or IC50 in µM where a hit was titrated; HEp-2 cells, RSV-induced CPE inhibition; higher % means a stronger effect; hit rate 0.13% among 310,000; in the data active = a potency from the dose series; inconclusive = CPE inhibition mostly from about 23% at the one dose, without a potency; inactive = the rest, 99 in 100 with CPE inhibition below about 21%; note: strong numbers were not always called active
Rac1 GTP hydrolysis – MgcRacGAP GTPase-activating activity inhibitors, confirmation, biochemical, ADP Hunter fluorescence. MgcRacGAP-stimulated Rac1 GTP hydrolysis, ADP Hunter fluorescence; higher % means a stronger effect; GST-tagged Rac1 F28L mutant substrate. one-dose inhibition, % at 30 µM; IC50 in µM for titrated hits. hit rate 0.6% among 340,000. AID 624330;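 active = first-screen hits whose inhibition reached a set limit at any dose in the follow-up dose series; inconclusive = inhibition above the set first-screen limit but never retested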;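 note: fluorescence reports GDP produced by GAP-driven GTP hydrolysis; strong numbers were not always called active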
K1F lysis inhibition – inhibition of K1F phage lysis, E. coli UTI89, bacterial capsule biogenesis inhibitors, alamar blue (AID 488966). E. coli UTI89 K1F phage lysis, alamar blue, 2 h; higher % means a stronger effect. inhibition, % at 100 µM; hits with a dose series show IC50 in µM. hit rate 0.02% among 340,000;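 active = phage lysis inhibition, versus mean bacterial control, above a set limit; inconclusive = no clear call, values can overlap the other calls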;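 note: capsule biogenesis inhibitors block K1F phage lysis so surviving cells raise fluorescence; higher fluorescence means more inhibition of phage lysis; actives were called in the ten point dose series up to 300 µM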
GPR35 antagonists – inhibition of zaprinast-stimulated GPR35 beta-arrestin translocation – imaging, U2OS, beta-arrestin-GFP, zaprinast agonist, primary screen (AID 2058) | inhibition, % at 10 µM; hits with a dose series show IC50 in µM | hit rate 0.052% among 290,000 | U2OS GPR35 beta-arrestin-GFP translocation imaging, zaprinast antagonism; higher % means a stronger effect;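 active = inhibition of at least 50% with at least 30 cells and total cytoplasm GFP at most 10,000,000; inconclusive = under 30 cells or total GFP of 10,000,000 plus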
Starred values were filed as active, the others as inactive; ? = inconclusive; . = no result given; [ ] = another dose, or the depositor's remark.

Each structure is followed by: RSV antiviral HEp-2, HIV fusion peptide, GPR55 LPI antagonism, PhoP inhibition, GPR35 antagonists, Large T inhibition, NS5 inhibitors, K1F lysis inhibition, Rac1 GTP hydrolysis
CCCN1C(=O)C2(/C(=C(\O)c3ccc4c(c3)OCCO4)C(=O)C(=O)N2CCCOC)c2ccccc21 (configuration not stated)
  2.2%, -0.6%, -6%, -6%, 6%, 10%, -2%, 0.0%, 11%
CC(C)Cn1cc(C(=O)NCCCN2CCCC2=O)c2c3ccccc3n(C)c2c1=O
  -0.5%, 1.3%, -3%, -6%, -16%, 23%, -8%, 7.7%, 6%
CCOC(=O)c1cnc(SC)nc1Sc1ccccc1Cl
  6.6%, -1.3%, 1%, 0%, -28%, 16%, -6%, -0.1%, 3%
COc1ccc(NC(=O)NC2CCCCCCC2)cc1OC
  2.5%, 0.2%, 8%, -1%, -10%, 14%, -7%, 0.3%[50 µM], 0%
O=C(c1ccc(C23CC4CC(CC(C4)C2)C3)o1)N1CCOCC1
  4.2%, -0.1%, 23%, -2%, -1%, 5%, -2%, 0.0%, -3%
CCN1CCCC1CNCc1ccccc1OCc1ccc(F)cc1 (configuration not stated)
  -0.9%, -1.0%, 1%, 17%, 0%, 7%, -1%, 0.5%[50 µM], 2%
Cc1ccccc1-c1nc(CS(=O)CC(=O)NCCN2CCOCC2)c(C)o1 (configuration not stated)
  3.5%, -2.0%, 4%, 6%, -7%, 4%, -3%, 0.1%, 0%
COc1cc2nc(C)sc2cc1SC
  2.7%, -0.4%, -10%, 2%, 6%, 3%, -6%, 0.1%, 7%
O=P(O)(CCc1ccccn1)CN1CCCCC1
  1.2%, 2.0%, -10%, 2%, 3%, 5%, 0%, 2.7%, 10%
CCC(c1nnc(SCC(=O)Nc2ccc(S(N)(=O)=O)cc2)n1Cc1ccccc1)N(C)C (configuration not stated)
  -1.3%, -0.5%, 18%, -2%, 6%, 7%, -4%, -0.2%, 4%
COc1ccc(N2CCN(C(CNC(=O)c3ccc4c(c3)OCO4)c3ccco3)CC2)cc1 (configuration not stated)
  0.8%, -2.3%, -4%, -8%, -5%, 28%, -6%, 0.3%, 4%
OC(CNCc1cccs1)c1ccccc1 (configuration not stated)
  1.0%, -1.3%, 0%, -2%, 0%, 6%, -3%, -0.3%, 9%
CCNC(=S)NNC(=O)c1cc(C2CC2)nc2ccccc12
  0.5%, -2.4%, 33%, 2%, 18%, 7%, -3%, 9.2%, 11%
Cc1nn(S(=O)(=O)c2cccs2)c(C)c1Sc1ccccc1
  ., -0.2%, 2%, 14%, 8%, -2%, ., ., .
CC1CCCCC12NC(=O)N(CC(=O)NCC(=O)Nc1ccc(F)c(F)c1F)C2=O (configuration not stated)
  -0.8%, ., ., ., ., ., 2%, 0.9%[50 µM], 5%
O=C(Nc1cccc2ccccc12)N1CCOCC1
  -1.2%, 0.4%, 4%, -5%, -4%, 11%, 6%, 0.5%, -1%
Cc1cc(S(=O)(=O)N2CCCc3ccccc32)ccc1-n1cnnn1
  2.1%, 0.9%, -7%, 1%, 7%, 4%, 0%, 0.1%, 4%
Cc1cccc(OCCCC(=O)Nc2ccc(S(N)(=O)=O)cc2)c1C
  1.8%, 1.3%, -2%, -21%, -7%, 5%, -5%, -3.4%, -6%
Cc1ccc(S(=O)(=O)Nc2ccc(NC(=O)c3cccs3)cc2)cc1
  12%, -2.2%, 14%, 0%, 8%, 10%, 13%, -0.2%, -10%
COc1ccc(CNC(=O)NC2CCCCC2)cc1
  -0.7%, 3.6%, 14%, -1%, 1%, -1%, -3%, 4.0%, 2%
COc1ccc(-c2cccc(C(=O)Nc3ccc(C)cc3)c2)cc1
  0.7%, -1.3%, 4%, -6%, 0%, 9%, -4%, 0.0%, 12%
CCc1cc(CNC(=O)c2ccc(OC)c(OC3CCN(C(C)C)CC3)c2)on1
  0.1%, 3.3%, 11%, -2%, 6%, 6%, -3%, -1.2%[50 µM], 10%
O=C1C(Cl)=C(N2CCCCC2)C(=O)C(Cl)=C1c1cnc(N2CCCCC2)s1
  ., 66%, 20%, -12%, -6%, ?, ?, -0.4%, ?
CC(C)(C)OC(=O)NCCc1nnc(SCc2ccccc2)o1
  0.1%, 1.3%, -3%, -2%, -2%, 8%, ., ., .
CCCCc1nnc(NC(=O)CCS(=O)(=O)c2ccc(C)cc2)s1
  2.8%, ., ., ., ., ., -7%, 1.2%[50 µM], 7%
COc1ccc2nc(SCC(=O)NCc3ccc(OC)c(OC)c3)[nH]c2c1
  0.8%, 2.5%, 6%, -2%, -5%, 13%, -3%, -0.1%, 8%
CCOC(=O)C1CCN(S(=O)(=O)c2ccc3c(ccn3C)c2)CC1
  3.4%, -1.7%, -1%, 0%, -4%, 1%, 0%, -0.2%, 3%
N#Cc1ccccc1S(=O)(=O)N1CCN(C(=O)C2COc3ccccc3O2)CC1 (configuration not stated)
  1.8%, ., ., ., ., ., -2%, 0.9%[50 µM], 3%
Cc1nc2ccc(F)cc2cc1C(=O)NC(C)C
  -1.4%, 7.4%, 2%, -4%, -9%, 0%, 2%, -1.2%, 7%
Cn1c(=O)oc2cc(S(=O)(=O)N3CCC(C(=O)N4CCN(c5ccccc5)CC4)CC3)ccc21
  3.7%, -0.5%, 5%, -4%, 5%, 3%, -3%, 0.3%, 3%
COc1ccc(C2CC(=O)C3=C(C2)Nc2ncnn2C3c2ccccc2C)c(OC)c1 (configuration not stated)
  0.6%, -3.9%, -13%, 1%, -5%, -4%, 0%, 0.2%, 5%
COc1ccccc1C1=NN(C2=NN=C(N)Cc3ncnn32)C(O)(C(F)(F)F)C1 (configuration not stated)
  -0.2%, -0.1%, 12%, 6%, -13%, 0%, -5%, 0.7%, 3%
CC1CCCN(S(=O)(=O)c2ccc(C(=O)Nc3ccccc3-c3nc4ccccc4[nH]3)cc2)C1 (configuration not stated)
  4.8%, 1.3%, 10%, 4%, -8%, 12%, 2%, 0.8%[50 µM], -3%
Cn1nc(C(F)(F)F)c(CN2CC(C)(C)C2=O)c1N1CCOCC1
  -0.2%, 0.1%, 7%, 3%, 3%, 3%, 5%, -0.1%, 9%
O=C(O)C1CCCCN1C(=O)c1cc2c(s1)CCCCC2 (configuration not stated)
  0.5%, ., ., ., ., ., -2%, 0.7%[50 µM], 5%
O=C1CC2c3ccccc3C1C1C(=O)N(CCO)C(=O)C21 (configuration not stated)
  0.8%, -1.6%, -2%, -1%, 13%, -1%, -3%, -0.1%, 3%
OCCN(Cc1ccccc1)C(=S)NC1CCCCC1
  -2.4%, -0.6%, 12%, 7%, -2%, 1%, ., 2.5%, 15%
N#Cc1ccccc1OCC(=O)OCC(=O)NC1CCCCCC1
  0.7%, ., ., ., ., ., -1%, 0.3%[50 µM], 5%
CCCCN(CCCC)S(=O)(=O)c1ccc(NC(=O)c2cccs2)cc1
  4.3%, -0.6%, 8%, 1%, -4%, 17%, 1%, 0.8%, -4%
CCN(C(=O)COC(=O)c1cc(-c2ccccc2)nn1-c1ccccc1)C1CCS(=O)(=O)C1 (configuration not stated)
  0.5%, 1.2%, 9%, 11%, -16%, 10%, 7%, -0.4%, -10%
O=C(Cn1c(=O)[nH]c2ccccc2c1=O)N1CCN(Cc2ccc3c(c2)OCO3)CC1
  11%, 0.8%, -8%, -5%, -10%, 5%, -3%, 0.1%, 6%
Nc1ccccc1C(=O)NCC1(c2ccccc2)CCCC1
  0.7%, -1.1%, -9%, 7%, 21%, 2%, -9%, 0.1%, 9%
COc1ccc(-c2cc(C(=O)Nc3cc(Cl)ccc3OC)no2)cc1
  0.6%, -0.2%, -2%, 0%, -7%, 21%, -8%, 0.1%, 9%
Cc1cccc(NC(=O)c2cccc(NC(=O)c3ccco3)c2)c1C
  5.2%, ., ., ., ., 11%, 5%, -1.0%, 16%
Cc1cc(NC(=O)Nc2ccccc2[N+](=O)[O-])n(C)n1
  0.2%, 0.6%, 16%, 3%, -10%, 19%, -15%, 0.6%, -7%
O=C(Cc1ccccc1[N+](=O)[O-])Nc1ccc2c(c1)OCO2
  -2.7%, -2.6%, 7%, 5%, -13%, -2%, 4%, 0.2%, 9%
Cc1cc(NC(=O)Cc2ccsc2)ccc1Br
  13%, -1.3%, 6%, -3%, 19%, 5%, 4%, 0.0%, 7%
Cc1ccc(-n2nc(C)c3c2OC(N)=C(C#N)C3c2ccoc2)cc1 (configuration not stated)
  0.3%, 0.6%, 1%, -2%, 6%, 15%, -4%, 0.6%, 18%
CN(C)C=NC(=O)c1cc(C(=O)c2ccccc2)c[nH]1
  11%, 0.3%, 7%, 5%, 4%, 5%, -5%, -2.0%, 4%
COC(=O)c1c(-c2c(Cl)cccc2Cl)noc1C(=O)NNC(=O)N(C)C
  1.4%, -1.3%, -11%, -8%, -7%, 11%, -2%, -0.3%, 0%
COc1ccc(OC)c2[nH]c(=O)c(CCNS(=O)(=O)c3ccccc3)cc12
  0.7%, 0.1%, 2%, -8%, 4%, 21%, -3%, 0.5%, 4%
S=c1[nH]nc(Cc2cccs2)n1-c1ccccc1
  3.1%, -2.4%, 14%, 10%, -1%, 6%, -3%, 0.3%, 10%
C/C(=N\NC(=O)CC#N)C1COc2ccccc2O1 (configuration not stated)
  2.8%, -3.2%, 3%, 3%, 15%, 14%, -2%, -0.9%, 0%
CCN1/C(=C/C=C/c2sc3ccccc3[n+]2CC)Sc2ccccc21
  -3.6%, ., ., 34µM*, ., 59%, -2%, -10%, 22%
c1ccc(-c2nc(-c3nccc4ccccc34)oc2-c2ccccc2)cc1
  ?, 0.3%, 3.5µM*, 8%, -8%, 6%, -2%, 0.8%[50 µM], 11%
COc1ccc(CCNc2ncnc3c2nnn3Cc2ccccc2)cc1
  2.5%, 0.5%, 5%, 2%, 5%, 10%, ., 0.8%, 4%
COc1cc(Sc2ccc(C)cc2)c(OC)cc1N
  2.4%, 9.0%, 6%, 4%, 9%, 4%, 57%, -1.6%, 25µM*
COc1ccc(C(=O)NCC(=O)OCC(=O)Nc2cc([N+](=O)[O-])ccc2F)cc1
  -0.6%, -0.1%, 4%, -7%, -10%, 6%, -5%, 0.5%, 8%
